# Compound activity (PubChem BioAssay)
# LYPLA2 inh: LYPLA2 inhibitors, primary screen, counter-screen for PME1 inhibitor project, biochemical, fluorescence polarization, FP-Rh probe ABPP. Acyl-protein thioesterase 2 (Homo sapiens), O95372. recombinant LYPLA2. inhibition, % at 5.9 µM. actives 0.38% (n = 320,000);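 active = inhibition above the screen-wide mean plus 3 SD, limit set per campaign, cut at about 26% in these data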;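 note: 0% = LYPLA2 with DMSO and 100% = wells lacking LYPLA2 enzyme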
# GSTO1 inh: inhibitors of recombinant GSTO1, primary screen, counter-screen for RBBP9 inhibitor project, biochemical, fluorescence polarization | activity-based probe fluorescence polarization | inhibition, % at 5.96 µM | actives 1.1% (n = 300,000);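 active = inhibition above the campaign mean inhibition plus 3 SD, cut at about 35% in these data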;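 note: 0% = GSTO1-1 with DMSO and 100% = wells lacking GSTO1-1 enzyme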
# Target sequence (P78417 whole entry, looked up): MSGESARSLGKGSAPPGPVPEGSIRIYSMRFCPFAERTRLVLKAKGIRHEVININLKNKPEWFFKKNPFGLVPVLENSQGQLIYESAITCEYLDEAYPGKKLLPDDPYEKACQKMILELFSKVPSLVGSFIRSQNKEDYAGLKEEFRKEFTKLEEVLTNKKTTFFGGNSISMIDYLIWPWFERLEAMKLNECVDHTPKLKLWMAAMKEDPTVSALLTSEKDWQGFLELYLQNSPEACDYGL
# PAD4 inh: human PAD4 inhibitors, primary screen, biochemical, fluorescence polarization, 1536-well format; Protein-arginine deiminase type-4 (Homo sapiens), Q9UM07; recombinant PAD4, RCA probe fluorescence polarization; inhibition, % at 6.36 µM; actives 0.41% (n = 330,000);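 active = percent inhibition above a cutoff equal to the mean of all tested compounds plus 3 SD, cut at about 15% in these data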;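 note: 0% = PAD4 with RCA probe and DMSO and 100% = probe without PAD4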
# PME-1 primary: PME-1 inhibitors via competitive probe labeling, primary screen, biochemical, fluorescence polarization, FP-Rh probe, HTS; inhibition, % at 5.9 µM; Protein phosphatase methylesterase 1 (Homo sapiens), Q9Y570; AID 2130, 2009; actives 0.53% (n = 320,000); recombinant PME-1;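 active = inhibition above the campaign mean of all compounds plus 3 SD, cut at about 26% in these data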;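 note: competitive labeling of PME-1 active site by serine hydrolase directed probe; 0% = PME-1 with DMSO and 100% = wells lacking PME-1 enzyme; inhibitors block probe labeling so polarization falls and inhibition rises; many of its hits are not listed in these tables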
# Target sequence (Q9Y570 whole entry, looked up): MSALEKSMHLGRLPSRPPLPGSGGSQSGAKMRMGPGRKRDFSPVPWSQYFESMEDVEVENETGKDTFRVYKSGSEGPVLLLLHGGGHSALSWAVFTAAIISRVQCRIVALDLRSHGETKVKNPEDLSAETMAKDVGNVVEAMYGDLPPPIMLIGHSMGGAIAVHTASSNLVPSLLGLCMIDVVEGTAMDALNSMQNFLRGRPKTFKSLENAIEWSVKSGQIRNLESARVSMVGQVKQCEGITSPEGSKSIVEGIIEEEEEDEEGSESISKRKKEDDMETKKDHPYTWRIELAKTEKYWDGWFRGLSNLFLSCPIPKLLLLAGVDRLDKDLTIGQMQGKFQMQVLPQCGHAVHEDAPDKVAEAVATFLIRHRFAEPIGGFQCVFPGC
# PAFAH1B3 inh: PAFAH1B3 enzyme inhibitors, primary screen, biochemical, fluorescence polarization, human; Platelet-activating factor acetylhydrolase IB subunit alpha1 (Homo sapiens), Q15102; recombinant PAFAH1B3, FP-rhodamine probe; inhibition, % at 3.39 µM; actives 0.28% (n = 340,000);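 active = inhibition above the screen-wide average of all tested compounds plus 3 SD, cut at about 25% in these data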;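 note: 0% = enzyme with DMSO only and 100% = wells lacking PAFAH1B3 protein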
# pPAFAH inh: pPAFAH enzyme inhibitors, primary screen, biochemical, fluorescence polarization, human | recombinant pPAFAH, FP-rhodamine probe fluorescence polarization | Platelet-activating factor acetylhydrolase (Homo sapiens), Q13093 | actives 1.5% (n = 330,000) | inhibition, % at 3.39 µM;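 active = inhibition above the mean inhibition across the screen plus 3 SD, cut at about 25% in these data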;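 note: inhibitors block binding of the rhodamine activity-based probe so polarization drops; 0% = enzyme with DMSO and 100% = wells lacking pPAFAH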
# LYPLA1 counter: LYPLA1 inhibitors, primary screen, counter-screen for PME1 inhibitor project, biochemical, fluorescence polarization, FP-Rh probe ABPP; AID 2174, 2009; Acyl-protein thioesterase 1 (Homo sapiens), O75608; actives 0.16% (n = 320,000); recombinant LYPLA1; inhibition, % at 5.9 µM;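 active = inhibition above the mean of all tested compounds plus 3 SD, set per campaign, cut at about 14% in these data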;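 note: inhibitors block serine hydrolase probe labeling of LYPLA1 so polarization falls; 0% = enzyme with DMSO and 100% = wells lacking LYPLA1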
# PAFAH1B2 inh: PAFAH1B2 enzyme inhibitors, primary screen, biochemical, fluorescence polarization, human. Platelet-activating factor acetylhydrolase IB subunit alpha2 (Homo sapiens), P68402. recombinant PAFAH1B2, FP-rhodamine activity probe. inhibition, % at 3.39 µM. actives 1.2% (n = 340,000). AID 492953, 2010;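 active = inhibition above the mean of all tested compounds plus 3 SD, cut at about 24% in these data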;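 note: 0% = enzyme with DMSO and 100% = wells lacking PAFAH1B2; many of its hits are not listed in these tables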
# Target sequence (P68402 whole entry, looked up): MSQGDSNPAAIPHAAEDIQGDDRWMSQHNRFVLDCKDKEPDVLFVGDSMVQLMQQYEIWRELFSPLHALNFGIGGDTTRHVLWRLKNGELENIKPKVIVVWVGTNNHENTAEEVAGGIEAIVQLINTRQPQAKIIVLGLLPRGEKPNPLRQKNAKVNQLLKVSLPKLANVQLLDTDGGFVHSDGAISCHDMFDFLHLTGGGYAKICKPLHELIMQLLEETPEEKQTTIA
# PAFAH2 FP inh: PAFAH2 enzyme inhibitors, primary screen, biochemical, fluorescence polarization, human; recombinant PAFAH2, FP-rhodamine activity probe; Platelet-activating factor acetylhydrolase 2, cytoplasmic (Homo sapiens), Q99487; actives 0.99% (n = 340,000); inhibition, % at 3.39 µM; AID 492956, 2010;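 active = inhibition above the mean over all tested compounds plus 3 SD, cut at about 30% in these data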;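 note: inhibitors block probe labeling of enzyme so polarization drops; 0% = enzyme with DMSO and 100% = wells lacking PAFAH2 protein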
# * hit, by the source's call; x = not tested or not shown. This is a subset; the hit share may differ from the screen's.
SMILES,LYPLA2 inh,GSTO1 inh,PAD4 inh,PME-1 primary,PAFAH1B3 inh,pPAFAH inh,LYPLA1 counter,PAFAH1B2 inh,PAFAH2 FP inh
CCN(CC)S(=O)(=O)c1ccc(C(=O)OCC(=O)NCCN2C(=O)CSC2=O)cc1,-2,-7,5,-3,8,-2,2,2,3
Cc1ccc(NC(=O)c2cc3cccc([N+](=O)[O-])c3[nH]2)cc1,-12,10,-5,8,-3,14,-7,4,8
CCc1ccccc1OCC(=O)NCC1COc2ccccc2O1 (stereo not given),x,x,6,x,-3,-2,x,3,6
CCOC(=O)N1CCN(C(=O)c2c[nH]c3ccc(S(=O)(=O)N(C)c4ccccc4C)cc3c2=O)CC1,0,-1,2,1,7,3,-1,6,5
Cc1cc(=O)c2ccc(Cl)cc2[nH]1,-6,1,-4,1,3,-1,-3,6,0
COc1cccc(CC(=O)Nc2nc3ccccc3[nH]2)c1,0,0,-2,-7,-3,-5,1,0,-6
CC1CCN(C(=O)C(Cc2ccccc2)n2cccc2)CC1 (stereo not given),2,-1,1,-1,1,3,-4,8,1
CCOC(=O)c1c(NC(=O)CSc2nncs2)sc(C)c1-c1ccccc1,-3,5,-4,-3,2,13,-9,6,-5
CCOC(=O)/C(C#N)=C/c1ccc(N2CCCCC2)cc1,13,-3,-6,7,4,8,0,5,2
COc1ccc(-c2cc(=O)[nH]c(=O)[nH]2)cc1,-4,-11,-4,-3,-2,4,3,5,-8
Cc1ccccc1N=C1NN=C(c2ccccc2F)CS1,-1,11,-8,3,2,-6,-5,-2,1
COc1ccc(-c2cc(=O)c3ccccc3s2)cc1,4,-39,-4,-7,-5,11,-4,1,-4
COc1ccc(C=O)cc1CSc1ncccc1C(=O)O,1,-6,-4,-1,7,6,5,1,6
Cc1cc(N2C(=O)C(O)=C(C(=O)c3cc4ccccc4o3)C2c2cccs2)no1 (stereo not given),-1,-10,-10,-3,-3,22,0,2,3
CC(C)C(=O)Nc1ccc(C(=O)NC2CCSC2=O)cc1 (stereo not given),-3,-9,-1,-4,5,-3,-1,0,-2
CC1=C(C#N)C2(O)C(=O)c3ccccc3C2(O)N1 (stereo not given),3,2,-7,-7,2,2,-6,3,-6
Cc1cccc(-n2c(SCC(=O)NC3CCCC3)nnc2-c2ccoc2C)c1,4,-3,1,10,-7,3,-1,1,-10
CCN(C)Cc1c(C(=O)N2CCc3ccccc3C2)nc2ccc(Cl)cn12,4,6,-1,2,-2,3,3,6,-2
COc1cccc(N(CC(=O)NCc2cccnc2)S(C)(=O)=O)c1,1,6,1,4,3,4,1,-2,-3
C=CCN(CC=C)S(=O)(=O)c1ccc2nsnc2c1,3,7,3,3,2,1,-1,0,-1
CCCc1nc(SCC(=O)N2CCN(c3ccccc3)CC2)c2c(=O)n(C)c(=O)n(C)c2n1,0,-2,-1,-5,0,0,1,0,-6
COc1ccc(CC(=O)NNC(=O)COc2ccc3ccccc3c2)cc1,-9,-9,1,-14,0,1,-8,-5,-9
CC(Sc1nnc(-c2ccccc2F)n1C1CC1)C(=O)NC(N)=O (stereo not given),-1,2,3,-2,-1,1,-2,9,0
CCN1CCN(C(=O)N[C@@H](C(=O)N[C@@H]2C(=O)N3C(C(=O)O)=C(CSc4nnnn4C)CS[C@H]23)c2ccc(O)cc2)C(=O)C1=O,0,-2,1,1,2,-2,4,-7,-7
COc1cc(OC)cc(-c2c(C#Cc3ccsc3)c3cc(-c4ccc(SC)cc4)ccc3n2C)c1,x,x,-2,x,12,4,x,-4,-2
O=C(Nc1ccnn1C1CCN(Cc2ccc(CO)o2)CC1)c1ccc2c(c1)OCO2,-3,5,0,2,4,1,-2,1,0
CCc1cccc(CC)c1NC(=O)CCCSc1nc2ccccc2s1,-1,-3,3,-2,6,2,1,11,1
CS(=O)(=O)N1CCN(c2ccc(C(=O)N3CCOCC3)cc2[N+](=O)[O-])CC1,-4,1,-5,4,-4,3,-3,-6,5
Cc1ccc(NC(=O)c2nnn(CC(=O)Nc3ccc4c(c3)OCO4)c2N)cc1C,-23,-2,-4,-19,-2,3,-16,-1,-5
COc1cc(CN2CCC(C(=O)N3CCN(c4ccccc4F)CC3)CC2)cc(OC)c1OC,-3,-3,-5,-10,-8,-1,0,1,-3
Cn1c(=O)[nH]c(=O)c2c1nc(Sc1ncccn1)n2CCCc1ccccc1,5,2,-2,-5,0,-1,-1,3,-9
CCCN(CCC)CC(O)COc1ccc([N+](=O)[O-])cc1 (stereo not given),0,2,-6,-2,8,1,0,3,2
COc1cccc(-c2nc(N3CCN(C)CC3)c3ccccc3n2)c1O,2,4,-1,5,4,11,5,3,4
CC(C)OCCCn1c(=NC(=O)c2ccncc2)c(C#N)cc2c(=O)n3ccccc3nc21,-2,3,0,-1,0,6,1,1,4
Cc1cc(C)c(S(=O)(=O)N2CCN(C(=O)N(C)C)CC2)c(C)c1,5,-8,0,-2,x,3,5,x,x
CCOc1ccc(NC(=O)CN(C)C(=O)CSCc2c(C)noc2C)cc1OCC,1,-1,-2,6,-1,-8,1,1,-3
CC(C(=O)NCc1cccc(Cl)c1)N1C(=O)c2ccccc2C1=O (stereo not given),-1,8,-2,4,9,6,2,5,-2
COc1cccc(/C=C/C(=O)OCC(=O)NCc2ccco2)c1OC,7,6,-1,2,7,10,6,0,66*
CCN(CC)CCOCCOC(=O)C(CC)(CC)c1ccccc1,8,6,1,3,x,-1,-3,x,x
O=C(COC(=O)c1ccccc1[N+](=O)[O-])NCCCc1ccccc1,-4,3,-3,4,10,13,-1,-1,9
Cc1ccc2[nH]c(=O)c(CN(CCCO)C(C)c3nnnn3Cc3ccco3)cc2c1 (stereo not given),-7,-1,4,-7,6,2,-3,3,2
CN(C)CCN(Cc1cccs1)c1ccccn1,-4,6,-4,-4,8,3,-3,2,-9
CCCC1CCC(c2ccc(C(N)=O)cc2)CC1 (stereo not given),-7,-9,-4,1,-4,-7,0,1,2
CC1Nc2ncnc(N3CCOCC3)c2N(Cc2ccc(Cl)cc2)C1=O (stereo not given),-6,1,5,2,-1,2,0,1,6
C(=C\c1ccc(/C=C/c2ccccc2)nn1)/c1ccccc1,-2,-4,-4,0,x,-1,3,x,x
C/C(N)=C(/C#N)C(=O)CSc1ccc2c(c1)OCCO2,-8,-3,-6,-4,1,0,1,3,2
COC(=O)C1C(=O)C=C(Nc2ccc(F)cc2)CC1c1ccc(OC)cc1 (stereo not given),-4,-3,-6,0,2,3,2,7,3
O=C(CCCSc1nc2ccccc2[nH]1)N1CCN(c2ccc([N+](=O)[O-])cc2)CC1,16,7,2,3,7,8,0,6,5
Cc1cccc(C(=O)Nc2ccccc2SCC(=O)Nc2ccc(C)c(Cl)c2)c1,-8,-5,-4,-5,1,1,-3,-3,-9
O=C(COC(=O)C1CCCCC1)NCc1ccc(Cl)cc1,x,x,0,x,4,16,x,8,21
O=C(OCC(=O)N1CCN(c2ccccc2)CC1)c1ccccc1OC(F)F,-1,9,-1,-2,2,3,0,2,3
O=C1Nc2ccccc2S/C1=C/Nc1cccc(Cl)c1,3,6,-4,7,8,9,-3,7,11
O=C(c1ccccc1-c1ccccc1)N1CCCC1,-1,1,-1,5,-6,-3,2,-1,0
CCN(CC)CCCn1c(C)cc2c(c1=O)C(c1ccccc1)C(C#N)=C(N)O2 (stereo not given),15,6,1,5,1,-3,2,5,5
NC(=O)c1ccc(C(F)(F)F)cn1,-3,5,-3,-6,4,3,-3,2,0
CC1(C)CC(=O)C2=C(C1)N(c1ccccc1)C(=O)CC2c1ccsc1 (stereo not given),-2,2,6,8,-2,5,-4,7,3
CCOc1ccc(-c2nnn(CC(=O)NCc3ccc(F)cc3)n2)cc1OCC,-8,1,-3,-9,3,2,-3,-3,4
COc1ccc(OC)c(C2NC(=O)NC(C)=C2C(=O)OC2CCCCC2)c1 (stereo not given),-3,-40,2,7,-3,2,1,2,3
Cc1ccc(S(=O)(=O)N2CCCC(c3nnc4n3-c3ccccc3SC4)C2)cc1 (stereo not given),-1,3,-1,7,7,2,-2,1,-4
Cc1cc(N2CCN(c3ccccc3)CC2)nc(NCc2ccccc2)n1,-5,0,3,-2,-5,2,-5,1,1
# New compounds follow:
SMILES,LYPLA2 inh,GSTO1 inh,PAD4 inh,PME-1 primary,PAFAH1B3 inh,pPAFAH inh,LYPLA1 counter,PAFAH1B2 inh,PAFAH2 FP inh
O=C1c2ccccc2C(=O)N1CCCc1cn(C[C@H]2CC[C@H](Cn3cc(CCCN4C(=O)c5ccccc5C4=O)nn3)O2)nn1,x,x,2,x,3,-1,x,-1,0
N/C(=N\OC(=O)CCC1CCCC1)c1cccnc1,7,1,-3,0,-5,-1,0,2,4
Cc1cc(Nc2c(C)n(C)n(-c3ccccc3)c2=O)n2c(nc3cc(F)c(F)cc32)c1C#N,0,-7,-1,3,x,6,-4,x,x
Cc1ccnc(NC(=O)CNC(=O)c2ccc(Br)o2)c1,8,3,-7,-6,-1,-4,2,0,-6
O=C(Nc1ccccc1)N(C1=NCCCCS1)c1cccc2ccccc12,-2,-4,-2,2,-8,-3,-2,-1,4
CCCCCCCCn1ccc(=N)cc1,20,3,1,4,11,2,1,-4,5
O=C(COC(=O)Cn1cnc2ccccc2c1=O)Nc1ccccc1Sc1ccc(Cl)cc1,6,-4,2,-7,11,7,-3,0,-9
CCOc1ccc(OCc2ccc(C(=O)Nc3cccc(C)n3)o2)cc1,3,5,0,-5,9,-4,-4,5,2
O=C(NCc1ccccc1)N1CCN(c2ccccc2)CC1,-6,6,-2,0,2,6,0,4,5
CN(c1ccccc1C(=O)NCc1ccccn1)S(C)(=O)=O,-1,7,-3,-2,6,9,0,11,1
Cc1occc1C(=O)Nc1cccnc1,5,6,1,2,5,1,-2,-3,-7
CN1/C(=C\C(=O)COC(=O)CNC(=O)c2ccc3ccccc3c2)C(C)(C)c2ccccc21,-32,6,-21,-16,-5,-1,-13,-3,-8
CCOC(=O)c1c(C)c(C(=O)NCc2ccc3c(c2)OCO3)c(C)n1CC,2,-4,-6,-8,12,4,0,0,-4
COC(=O)CSc1nc(-c2ccc(F)cc2)cc(C(F)(F)F)n1,1,-8,-8,-3,0,12,-1,-3,9
COc1cccc(NC(=O)c2ccc3c(c2)OCO3)c1,-2,2,-7,1,8,10,-2,-2,-2
Clc1ccc(CSc2ccc(-c3ccccn3)nn2)cc1,4,9,3,3,5,8,1,5,-9
CCNC(=S)Nc1ccc(-c2nc3ccccc3[nH]2)cc1,-2,0,2,-2,-2,0,-3,9,5
